Screening results (PubChem BioAssay)
STK33 inh: inhibitors of human STK33 kinase; actives 0.073% (n = 320,000); purified STK33, MBP phosphorylation, ADP-Glo luminescence; inhibition, % at 10 µM; AID 2661;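 active = inhibition at or above 25%, using the most active replicate where run in duplicate; inactive = inhibition below 25%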
Target sequence (Q9BYT3 whole entry, looked up): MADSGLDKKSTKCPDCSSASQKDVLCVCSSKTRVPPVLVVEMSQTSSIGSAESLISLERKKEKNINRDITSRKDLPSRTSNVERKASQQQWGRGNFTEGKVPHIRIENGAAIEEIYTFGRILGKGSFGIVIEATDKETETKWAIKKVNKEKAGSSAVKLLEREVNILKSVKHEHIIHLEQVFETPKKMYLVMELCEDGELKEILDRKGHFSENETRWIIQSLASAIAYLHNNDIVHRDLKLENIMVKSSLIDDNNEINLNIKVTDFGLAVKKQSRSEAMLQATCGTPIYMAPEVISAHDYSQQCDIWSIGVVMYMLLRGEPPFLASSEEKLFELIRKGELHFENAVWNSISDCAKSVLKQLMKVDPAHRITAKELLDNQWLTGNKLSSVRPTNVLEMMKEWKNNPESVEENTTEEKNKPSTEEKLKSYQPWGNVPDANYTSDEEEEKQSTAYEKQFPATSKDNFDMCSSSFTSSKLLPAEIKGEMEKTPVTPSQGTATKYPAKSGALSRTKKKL
CHT PAM: allosterically activates the human high affinity choline transporter | Q9GZV3 | actives 0.49% (n = 310,000) | B-score at 10 µM | CHT-expressing cells, membrane potential dye, choline EC20; stronger effect = higher value; LV-AA mutant CHT in HEK293 cells;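 active = initial fluorescence not abnormally high and integrated response B-score, plate-corrected, over 3 SD above library mean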
Target sequence (Q9GZV3 whole entry, looked up): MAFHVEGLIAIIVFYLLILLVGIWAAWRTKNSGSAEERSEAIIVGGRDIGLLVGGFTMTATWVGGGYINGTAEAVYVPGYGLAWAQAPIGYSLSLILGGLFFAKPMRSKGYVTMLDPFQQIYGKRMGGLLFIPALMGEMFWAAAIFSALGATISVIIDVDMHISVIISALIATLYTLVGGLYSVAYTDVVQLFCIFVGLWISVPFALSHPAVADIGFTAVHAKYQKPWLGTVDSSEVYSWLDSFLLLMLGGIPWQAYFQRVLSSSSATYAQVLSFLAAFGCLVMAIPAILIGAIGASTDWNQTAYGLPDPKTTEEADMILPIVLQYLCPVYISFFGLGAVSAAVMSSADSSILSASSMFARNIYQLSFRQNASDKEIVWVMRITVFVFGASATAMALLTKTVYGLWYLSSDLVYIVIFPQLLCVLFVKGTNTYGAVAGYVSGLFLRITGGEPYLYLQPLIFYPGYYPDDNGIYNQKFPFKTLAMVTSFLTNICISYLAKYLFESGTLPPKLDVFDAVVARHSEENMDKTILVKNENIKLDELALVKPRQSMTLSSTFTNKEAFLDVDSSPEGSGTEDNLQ
CHT block: human CHT choline transport inhibition; CHT-expressing cells, membrane potential dye, choline response; stronger effect = lower value; B-score at 10 µM; actives 0.86% (n = 310,000);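 active = B-score over 3 SD under the library average, and starting fluorescence ratio not unusually high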;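 also: choline stimulus applied at its EC90 after an EC20 pre-addition; B-score computed on integrated fluorescence ratio after choline addition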
Numbers without * were called inactive; i = inactive; · = not tested or not shown.

Values run as follows: STK33 inh	CHT block	CHT PAM
1: COc1cccc(NC(=O)c2ccc(S(=O)(=O)N3CCCC3)cc2)c1
→ -0.1	i	i
2: CCn1nc(C)c(/C=N/NC(=O)c2ccc3c(c2)c(C)c(C)n3Cc2ccccc2)c1C
→ -2.7	i	i
3: CCCc1c(C(=O)N/N=C/c2ccco2)nnn1-c1nonc1N
→ -1.5	i	i
4: CC(=O)c1ccc(NC(=O)CSc2ccc3nnc(-c4ccccn4)n3n2)cc1
→ -1.3	i	i
5: O=C(Cc1csc(Nc2nc(=S)[nH]c3ccccc23)n1)NCc1ccc(Cl)cc1
→ -1.3	i	i
6: O=C(CNC1=NCCC1)c1ccc2c(c1)OCCO2
→ ·	i	i
7: O=C(N/N=C/c1ccco1)c1cc(-c2ccc(Cl)s2)[nH]n1
→ ·	i	i
8: O=[N+]([O-])c1ccccc1S(=O)(=O)NCCSc1ccccc1
→ -0.8	i	i
9: CCCC(=O)N(Cc1cc(=O)[nH]c2ccccc12)c1ccccc1C
→ -1.8	i	i
10: O=C(CN1CC[C@@]2(O)CCCC[C@H]2[C@@H]1c1ccc(F)cc1)NCc1ccco1
→ -0.3	i	i
11: Cc1ccc(C)c(-n2nnnc2SCC(=O)Nc2c(C)n(C)n(-c3ccccc3)c2=O)c1
→ -0.4	i	i
12: Cc1cccc(OCc2nc(C#N)c(NCc3ccc4c(c3)OCO4)o2)c1
→ -1.5	i	i
13: Cc1ccc(C)c(NC(=S)NCc2ccc3[nH]c4c(c3c2)CCCC4)c1
→ -2.0	i	i
14: N=C1C(=O)OCC1c1ccccc1NC(=O)CN1CCOCC1 (stereo not given)
→ -1.1	i	i
15: CCCNC(=O)CN1C(=O)NC(c2ccccc2)(c2ccccc2)C1=O
→ -2.2	i	i
16: O=c1cc(-c2ccccc2)[nH]n1-c1nc2ccccc2[nH]1
→ -0.9	i	i
17: CCOc1ccc(Nc2nc3c(c(=O)[nH]2)CCC3)cc1
→ 0.6	i	i
18: C=CCOc1ccc(C=Nc2ccc(Cl)cc2)c(O)c1
→ -1.2	i	i
19: CCOC(=O)N1CCN(c2nc(C)c3c(n2)CCCC3=O)CC1
→ -1.1	i	i
20: COC(=O)NNC(=O)c1cccc(C)c1
→ -1.6	i	i
21: O=C(NNc1nc2ccccc2s1)C1CC1
→ -0.6	i	i
22: Cc1c(C)n(CCCN(C)C)c2ncnc(NC3CCCCC3)c12
→ -1.1	i	i
23: COc1ccc(C(O)(C(=O)NNc2ccc(C)cc2)c2cccs2)cc1 (stereo not given)
→ 0.6	i	i
24: Cc1occc1C(=O)N1CCCC(Nc2ccc(F)c(F)c2)C1 (stereo not given)
→ -2.0	i	i
25: COc1cc(C(=O)N[C@H](C(=O)Nc2nnc(C3CC3)s2)C(C)C)cc(OC)c1OC
→ -2.1	i	i
26: CCC(=O)N1CC2(CC(c3cccc([N+](=O)[O-])c3)=NO2)C[C@H]1C(=O)NCC(N)=O (stereo not given in full)
→ -0.8	i	i
27: C=CCn1c(SCc2ccc(C#N)cc2)nnc1-c1ccccc1
→ 0.7	i	i
28: C=CCn1c(SCC(=O)NC(=O)NC2CCCC2)nnc1C1CCCCC1
→ -3.9	-4.99*	i
29: CC(C)Cc1nnc(NC(=O)CCC(=O)N2CCN(c3ccccc3F)CC2)s1
→ -1.2	i	i
30: CCCS(=O)(=O)c1c(S(=O)(=O)CCC)c2ccc(C(N)=O)cn2c1C(=O)c1ccc(F)cc1
→ -2.0	i	i
31: Cc1cc(=O)oc2c(C)c(OCC(=O)NCCc3ccc(S(N)(=O)=O)cc3)ccc12
→ -0.5	i	i
32: Cc1noc(C)c1C(=O)Nc1ccc(F)cc1F
→ ·	i	i
33: O=C(NCc1nc2ccccc2[nH]1)C1=C[C@H](C2CCCCC2)C[C@H](OCc2ccc(CO)cc2)O1
→ -1.4	i	i
34: COc1cccc(C2CC(c3ccc(Br)cc3)=NN2C(=O)c2ccncc2)c1OC (stereo not given)
→ 1.8	i	i
35: NC(=O)COC(=O)c1ccc(Cl)c(S(=O)(=O)N2CCCCCC2)c1
→ -0.6	i	i
36: CC(C(=O)NCCSCc1cccc(Cl)c1)N(c1ccccc1)S(C)(=O)=O (stereo not given)
→ -1.8	i	i
37: OC[C@H]1OC(O)[C@@H](O)[C@@H](O)[C@@H]1O (stereo not given in full)
→ -1.2	i	i
38: CN1CCC(=NNC(=O)C(=O)NCc2ccccc2)CC1
→ 0.6	i	i
39: FC(F)(F)c1ccc(Oc2ccc3ccccc3c2Br)nc1
→ -0.4	i	i
40: CC1(C)C(N(O)C(=O)Nc2ccccc2)N(c2cccc(Cl)c2)C(=O)N1O (stereo not given)
→ -0.8	i	i
41: COc1ccc(C2=CC(=O)CCC2)cc1
→ -0.2	i	i
42: CCOCc1nnc(NC(=O)COc2ccc3c(c2)OCO3)s1
→ 2.5	i	i
43: CCCCOc1ccc(C(=O)NCC(=O)N2CCN(C(=O)c3ccco3)CC2)cc1
→ ·	i	i
44: COCCn1c(CN2CCC(Cc3ccccc3)CC2)nc2c1c(=O)n(C)c(=O)n2C
→ 23.4	i	i
45: Cc1ccc(-c2noc(C3CCCN(C(=O)c4cccc(F)c4)C3)n2)cc1 (stereo not given)
→ -0.4	i	i
46: CC(C)(C)NC(=O)c1nc2nc(-c3ccccc3)cc(C(F)(F)F)n2n1
→ -1.3	i	i
47: Cc1cccc(N2CN(Cc3ccco3)CNC2=S)c1C
→ -0.3	i	i
48: O=C(Nc1nnc(C2=COCCO2)o1)c1cccc(F)c1
→ -1.2	i	i
49: CC(C)Cn1c(=O)c2c(nc3n2CCCN3CCc2ccccc2)n(C)c1=O
→ -0.2	-5.44*	i
50: Brc1cccc(-c2nnc3sc(CN4CCC5(CC4)OCCO5)cn23)c1
→ 0.3	i	i
51: Cc1nn(CC(=O)NC2C(=O)N3C(C(=O)O)=C(CSc4nnnn4C)CSC23)cc1Br (stereo not given)
→ 1.1	i	i
52: Cc1cc(C(=O)CN2C(=O)c3cccc(N)c3C2=O)c(C)n1Cc1cccs1
→ -0.8	i	i
53: CC1=C(C(=O)Nc2ccccc2)C(c2ccc(C(C)C)cc2)N2C(=O)CSC2=N1 (stereo not given)
→ -3.3	i	i
54: N#CC1(NC(=O)CN2c3cccc4cccc(c34)S2(=O)=O)CCCCC1
→ -2.1	i	i
55: CC(C)CNC(=S)NC(=O)c1ccc(Cl)cc1
→ -1.3	i	i
56: CN(C)S(=O)(=O)c1cccc(-c2nnc(SCc3ccc4c(c3)OCCO4)o2)c1
→ 0.4	i	i
57: Cc1cc(=O)oc2c(C(=O)/C=C\c3cccs3)c(O)ccc12
→ 0.1	i	i
58: CCc1ccc(NC(=O)CSc2nc3ccccc3c(=O)n2CCCC(=O)NCCCN2CCOCC2)cc1
→ -1.6	i	i
59: CCCCn1nnnc1SCC(=O)c1ccccc1F
→ 1.9	i	i
60: CCN(CCO)C1CC(=O)N(c2ccccc2C)C1=O (stereo not given)
→ -2.1	i	i

Next section:
Values run as follows: STK33 inh	CHT block	CHT PAM
61: CC(C)C(NC(=O)CN(c1ccc2c(c1)OCCO2)S(=O)(=O)c1ccccc1)C(C)C
→ -2.9	i	i
62: O=C(O)c1cccc(NC(=O)c2ccc(COc3ccc(Cl)cc3)cc2)c1
→ -0.4	i	i
63: O=C(CSc1ccccc1)N1CCCC(N2CCN(c3ccccc3)CC2)C1 (stereo not given)
→ -0.1	i	i
64: COc1cccc(-c2cc(C(=O)N/N=C/c3cccc(OC)c3OC)c3ccccc3n2)c1
→ 0.6	i	i
65: CCOc1cc(C2NC(=O)NC(c3ccccc3)=C2C(=O)c2ccccc2)c(Br)cc1OCC(=O)O (stereo not given)
→ -3.1	i	i
66: COc1cccc(NC(=O)c2c([N+](=O)[O-])cnn2C)c1
→ 0.0	i	i
67: CCOC(=O)N1CCN(C(=O)C2CCCCC2)CC1
→ -2.1	i	i
68: CC1CCCN(C(=O)C2CCN(CC3CC=CCC3)CC2)C1 (stereo not given)
→ -0.4	i	i
69: COc1ccc(-c2csc(NC(=O)c3ccccc3F)n2)cc1
→ -2.0	i	i
70: C[n+]1cccc(C(=O)NNC(=O)C23CC4CC(CC(C4)C2)C3)c1
→ -0.9	i	i
71: O=C(CSc1cn(Cc2ccccc2)c2ccccc12)NCc1ccc(F)cc1
→ -0.5	i	i
72: O=C(NC1CCCCC1)c1cc(-c2cccs2)on1
→ -0.6	i	i
73: Cc1cc(-c2nn(-c3ccccc3F)cc2CN2CCC(O)CC2)c(C)s1
→ -1.2	i	i
74: CCOc1ccc(N(CC(=O)NCC2CCCO2)S(=O)(=O)c2ccc(SC)cc2)cc1 (stereo not given)
→ -0.6	i	i
75: O=c1c2ccccc2oc2ccc(NCCCN3CCOCC3)cc12
→ 50.0*	i	i
76: COc1cc(/C=C(/NC(=O)c2ccccc2)C(=O)Nc2ccccc2)c([N+](=O)[O-])cc1OC
→ 0.6	i	i
77: CC(=O)N=c1cccc(NC(C)=O)n1O
→ -0.5	i	i
78: COc1ccc(C(=O)N2CCN(C(C)=O)CC2)cc1S(=O)(=O)N1CCOCC1
→ -0.3	i	i
79: Cc1ccc(N2CC(C(=O)N3CCc4ccccc43)CC2=O)cc1 (stereo not given)
→ -0.4	i	i
80: Cc1cc(SCC(=O)c2ccccc2)n2ncc(-c3ccccc3)c2n1
→ -0.2	i	i
81: CS(=O)(=O)c1ccc(Cl)c(NC(=O)CSc2nc3ccccc3c(=O)n2CCCN2CCOCC2)c1
→ -1.2	i	i
82: c1ccn2c(Cc3nnc4ccccn34)nnc2c1
→ -2.1	i	i
83: Cc1sc2ncn(CC(=O)N3CCN(c4ccccn4)CC3)c(=O)c2c1S(=O)(=O)N1CCC(C)CC1
→ -1.4	i	i
84: O=c1oc2ccccc2nc1/C=C(O)/C=C/c1ccc(F)cc1
→ -2.2	i	i
85: CCn1c(SCc2nc3ccccc3s2)nnc1-c1ccccc1
→ -1.6	i	i
86: O=C(Oc1cccc2ccccc12)c1ccco1
→ -1.1	i	i
87: c1ccc(C2Oc3ccccc3C3CC(c4cccs4)=NN32)cc1 (stereo not given)
→ -0.1	i	i
88: COC(=O)c1ccccc1NC(=O)N1CCN(C(=O)c2ccco2)CC1
→ -1.9	i	i
89: COc1ccc(-n2c(=S)[nH]c3cc(C(=O)Nc4cc(C(N)=O)ccc4OC)ccc3c2=O)c(OC)c1
→ -1.9	i	i
90: CCOC(=O)c1c(NC(=O)COc2ncnc3ccccc23)sc(C)c1C
→ -0.7	i	i
91: COc1cc2c(cc1OC)-c1cc(Nc3ccc(N(C)C)cc3)nc(=O)n1CC2
→ 3.7	i	i
92: N#C/C(=C\c1ccco1)Sc1nc2ccccc2s1
→ -0.1	i	i
93: Cc1noc(C(=O)Nc2ccc(F)cc2F)c1Cl
→ -0.7	i	i
94: CCOC(=O)C1CCN(CC(=O)c2c(C)n(C)c3ccc(OC)cc23)CC1
→ -0.2	i	i
95: O=C(c1ccccn1)N1CCN(c2ccc(C(F)(F)F)cn2)CC1
→ -1.6	i	i
96: COc1cccc(-n2nnc3c(=O)n(CC(=O)NC4CCCC4)cnc32)c1
→ 0.3	i	i
97: O=C(/C=C/c1ccco1)NC(=S)NNC(=O)c1ccco1
→ 0.7	i	i
98: Cc1nc2scc(C)n2c(=O)c1S(=O)(=O)N1CCN(c2ccc(F)cc2)CC1
→ -1.6	i	i
99: O=C1CSC(c2ccccn2)N1c1cccc(Cl)c1 (stereo not given)
→ -0.8	i	i
100: Cc1ccc(S(=O)(=O)N(Cc2ccccc2F)C(=O)N2CCN(C)CC2)cc1
→ -1.4	i	i

The list goes on; it opens with the 4 that closed the last part.
Values run as follows: STK33 inh	CHT block	CHT PAM
97: O=C(/C=C/c1ccco1)NC(=S)NNC(=O)c1ccco1
→ 0.7	i	i
98: Cc1nc2scc(C)n2c(=O)c1S(=O)(=O)N1CCN(c2ccc(F)cc2)CC1
→ -1.6	i	i
99: O=C1CSC(c2ccccn2)N1c1cccc(Cl)c1 (stereo not given)
→ -0.8	i	i
100: Cc1ccc(S(=O)(=O)N(Cc2ccccc2F)C(=O)N2CCN(C)CC2)cc1
→ -1.4	i	i
101: Cc1ccc(-c2nc3ncccn3c2NC2CCCC2)o1
→ 0.7	i	i
102: Cc1nn(Cc2ccc(Cl)cc2)c2sc(C(=O)OCC(N)=O)cc12
→ 0.5	i	i
103: O=C(Nc1ccc2c(c1)OCO2)NC1(C(F)(F)F)Oc2ccccc2O1
→ -0.8	i	i
104: COc1cc(C2SCC(=O)N2Cc2ccccc2)cc(OC)c1OC (stereo not given)
→ 0.1	i	i
105: Fc1ccc(-c2cnc3n2CCCCC3)cc1
→ 0.8	i	i
106: CCOC(=O)c1c(/N=C/C2C(=O)CCCC2=O)sc(C)c1C
→ ·	i	i
107: COc1ccc(NC(=O)/C(=C/c2ccc3c(c2)OCO3)NC(C)=O)cc1
→ -0.7	i	i
108: Cc1cccc(C)c1NC(=O)CSc1nc2ccccc2c(=O)[nH]1
→ 0.0	i	i
109: O=C(COC(=O)C12CC3CC(CC(Br)(C3)C1)C2)Nc1ccc2[nH]c(=O)[nH]c2c1
→ 0.3	i	i
110: COc1ccc(NC(=S)N2CCC(C(=O)c3ccc(F)cc3)CC2)c(OC)c1
→ -0.4	i	i
111: O=C(c1ccc(COc2ccccc2Cl)o1)N1N=C(C(F)F)CC1(O)C(F)F (stereo not given)
→ 0.1	i	i

Structures from the list above containing a COOH group, in the order listed:
Values run as follows: STK33 inh	CHT block	CHT PAM
51: Cc1nn(CC(=O)NC2C(=O)N3C(C(=O)O)=C(CSc4nnnn4C)CSC23)cc1Br (stereo not given)
→ 1.1	i	i
62: O=C(O)c1cccc(NC(=O)c2ccc(COc3ccc(Cl)cc3)cc2)c1
→ -0.4	i	i
65: CCOc1cc(C2NC(=O)NC(c3ccccc3)=C2C(=O)c2ccccc2)c(Br)cc1OCC(=O)O (stereo not given)
→ -3.1	i	i
